# PAX8 reporter = inhibitors of PAX8 transcriptional activity in RMG-I cells; RMG-I TPO-luciferase reporter, SteadyGlo, 24 h; inhibition, % at 12.6 µM; actives 1.2% (n = 360,000); AID 652154;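 active = mean replicate inhibition at least 60% with every replicate also reaching 60%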;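 note: luciferase light reporting Pax8 driven TPO promoter activity; plate controls were median of neutral control wells for no effect and mitoxantrone controls for full effect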
# LGR2 inh = inhibitors of bursicon-induced Drosophila LGR2 receptor cAMP signaling | HEK293 LGR2, CRE-luciferase, bursicon-stimulated, 4 h | actives 0.35% (n = 380,000) | inhibition, % at 9.99 µM;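 active = drop in luminescence signal, shown as inhibition above about 50% in the replicate tests, limit read from the data, passing the limit was not always enough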;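 note: agonist challenge used bursicon conditioned medium at about half maximal strength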
# FN deposition inh = fibronectin deposition inhibition; AH1F fibroblasts, Alexa488-fibronectin deposition fluorescence, overnight; inhibition, % at 12.6 µM; actives 0.086% (n = 350,000); AID 743247;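 active = mean inhibition across replicates of 30% or more, regardless of how many single replicates reach that level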;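 note: positive control wells lacked labelled fibronectin entirely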
#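 Measured by – fluorescence 485/525 nm · System – AH1F fibroblast monolayer, labelled fibronectin deposition · Amount – 10000 cells per well · Buffer or medium – serum-reduced DMEM (2% serum) · Doses – single dose, pinned · Also added – fluorescent fibronectin at 24 nM final · Schedule – 1 h cell attachment, overnight exposure to compound and label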
# S100A4 inh HTS = inhibitors of human S100A4 binding to myosin IIA peptide; S100A4/TAMRA-MyoIIA peptide fluorescence polarization; P26447; actives 0.14% (n = 360,000); AID 652163; inhibition, % at 10.7 µM;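 active = mean inhibition of at least 70% across replicates, with every replicate also reaching that level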
# Target sequence (P26447 whole entry, looked up): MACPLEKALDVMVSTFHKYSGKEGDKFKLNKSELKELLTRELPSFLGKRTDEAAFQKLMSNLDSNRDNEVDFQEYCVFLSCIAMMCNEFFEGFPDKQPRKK
#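 Material: S100A4 monomer protein / Buffer or medium: 50 mM HEPES pH 7.2, 10 mM CaCl2, 100 mM KCl / Times: 5 min incubation before reading / Benchmarks: neutral control DMSO, positive control TFP / Reagent: labelled myosin peptide probe, 5 nM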
# EWS-Fli inh = inhibitors of EWS/Fli oncoprotein transcriptional activity; inhibition, % at 12.6 µM; actives 0.67% (n = 350,000); A673 NR0B1-luciferase reporter, viability-normalised;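 active = mean inhibition of at least 50% after viability correction, with every replicate also passing that limit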;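 note: firefly luciferase signal divided by Alamar Blue viability fluorescence both relative to DMSO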
# PglD DTNB = blocks C. jejuni PglD acetyltransferase activity; purified PglD enzyme, DTNB colorimetric CoA detection; inhibition, % at 12.5 µM; actives 0.098% (n = 360,000); in the data active = inhibition above about 16%, passing the limit was not always enough; note: strong numbers were not always called active
# PGC1a acetyl inh = modulators of PGC1a acetylation; U2OS PGC1a acetylation, AlphaScreen anti-acetyl-lysine; with virally co-expressed GCN5 acetyltransferase; inhibition, % at 15.6 µM; AID 651687; actives 0.17% (n = 350,000);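 active = every replicate shows inhibition of at least 40%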;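 note: 0% = neutral control wells and 100% = positive control wells; some results beyond the cut were filed as inactive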
# ERAP1 inh = blocks human ERAP1 aminopeptidase activity; actives 0.15% (n = 340,000); AID 652197; recombinant ERAP1, Leu-AMC fluorescence, 60 min; inhibition, % at 10.7 µM;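 active = mean replicate inhibition of at least 30%, or all replicates individually reaching that 30% level; inactive = mean below 30% and not every replicate reaching it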;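 note: 0% = neutral control wells and 100% = L-leucinethiol positive control wells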
# Target sequence (Q9NZ08 whole entry, looked up): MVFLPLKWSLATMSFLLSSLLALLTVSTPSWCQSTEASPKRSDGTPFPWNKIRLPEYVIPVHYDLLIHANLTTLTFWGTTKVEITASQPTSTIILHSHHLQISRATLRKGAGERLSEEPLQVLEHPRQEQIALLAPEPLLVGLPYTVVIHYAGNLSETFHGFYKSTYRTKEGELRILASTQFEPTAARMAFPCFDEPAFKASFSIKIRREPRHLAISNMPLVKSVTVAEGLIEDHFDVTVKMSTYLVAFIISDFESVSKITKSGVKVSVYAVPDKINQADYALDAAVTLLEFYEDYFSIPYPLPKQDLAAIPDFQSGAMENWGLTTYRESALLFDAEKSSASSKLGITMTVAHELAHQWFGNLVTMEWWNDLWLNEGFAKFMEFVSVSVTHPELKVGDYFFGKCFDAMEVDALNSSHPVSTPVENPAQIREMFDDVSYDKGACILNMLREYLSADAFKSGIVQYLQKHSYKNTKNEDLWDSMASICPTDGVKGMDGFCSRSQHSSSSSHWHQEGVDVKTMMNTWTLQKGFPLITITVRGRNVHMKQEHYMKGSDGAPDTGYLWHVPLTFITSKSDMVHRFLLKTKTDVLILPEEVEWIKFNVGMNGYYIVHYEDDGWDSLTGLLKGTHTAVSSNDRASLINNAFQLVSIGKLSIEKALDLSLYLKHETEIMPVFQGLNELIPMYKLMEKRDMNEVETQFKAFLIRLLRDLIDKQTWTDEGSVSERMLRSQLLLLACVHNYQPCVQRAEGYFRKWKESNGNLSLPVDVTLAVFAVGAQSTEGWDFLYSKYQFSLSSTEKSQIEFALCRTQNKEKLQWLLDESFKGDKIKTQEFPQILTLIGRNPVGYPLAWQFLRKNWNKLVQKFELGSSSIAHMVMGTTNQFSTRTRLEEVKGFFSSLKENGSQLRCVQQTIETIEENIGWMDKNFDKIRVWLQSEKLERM
# Starred values were filed as active, the others as inactive; . = not tested or not shown; & = joins results of further samples.
# Preview, two compounds:
1	COc1ccc(CN2CCN(C(=O)Cn3nc(C)n4cccc4c3=O)CC2)c(OC)c1OC
2	O=C(NCc1ccccc1CN1CCCC1)c1ccc(S(=O)(=O)Nc2ccccc2)cc1
Screen / compound no.,1,2
PAX8 reporter,4,12
LGR2 inh,14,.
FN deposition inh,12,8
S100A4 inh HTS,0,-3
EWS-Fli inh,11,-1
PglD DTNB,-3,-3
PGC1a acetyl inh,-2,.
ERAP1 inh,-1,2

# All compounds of this part, previewed entries included:
1	COc1ccc(CN2CCN(C(=O)Cn3nc(C)n4cccc4c3=O)CC2)c(OC)c1OC
2	O=C(NCc1ccccc1CN1CCCC1)c1ccc(S(=O)(=O)Nc2ccccc2)cc1
3	C[C@@H]1CN([C@H](C)CO)C(=O)c2cccc(NS(=O)(=O)c3cccs3)c2O[C@@H]1CN(C)Cc1ccncc1
4	O=C(c1cccc(F)c1)N1C[C@@H]2[C@H](c3ccccc31)[C@H](CO)N2C(=O)C1CCOCC1
5	CC=Cc1ccc2n(c1=O)C[C@@H]1[C@@H](CO)[C@H](C(=O)N3CCCCC3)N(C(=O)CC3CC3)[C@H]21 (mixture of isomers)
6	CCOc1ccc(CC(=O)NNC(=O)NC2CCCCC2)cc1
7	Cc1cc(C(=O)Nc2cccc3c2O[C@@H](CN(C)Cc2ccc(-c4ccccc4)cc2)[C@@H](C)CN([C@@H](C)CO)C3=O)n(C)n1
8	CN(C)C(=O)c1cccc(-c2ccc3c(c2)[C@H]2[C@H](CCN2C(=O)c2ccccc2F)[C@@H](CO)N3)c1
9	CCOC(=O)CCNC(=O)N1CCCC(CCC(=O)N(C)CCc2ccccn2)C1 (stereo not given)
10	C/C=C(\C)C(=O)NCCN1C2=NC[C@@H](C)N2C[C@H]1Cc1ccc(O)cc1
Screen / compound no.,1,2,3,4,5,6,7,8,9,10
PAX8 reporter,4,12,.,-21,-6,10,18,-13,-14,-12
LGR2 inh,14,.,3,16,1,10,-4,-9,13,-3
FN deposition inh,12,8,.,.,.,-13,.,-23,19,3
S100A4 inh HTS,0,-3,-19,-10,-2,-5,-1,13,-9,-2
EWS-Fli inh,11,-1,-5,-2,0,-15,10,-12,9,11
PglD DTNB,-3,-3,2,-2,-1,.,5,1,.,4
PGC1a acetyl inh,-2,.,-1,7,.,-3,4,4,.,0
ERAP1 inh,-1,2,-2,2,0,0,-1,-3,2,0

11	COc1ccc(C(O)P(=O)(OCc2ccccc2)c2ccc(N(C)C)cc2)cc1 (stereo not given)
12	CCC(=O)N1C[C@@H](C)[C@H](OC)CN(C)C(=O)c2cc(NC(=O)c3ccc(OC)cc3)ccc2OC[C@H]1C
13	O=C(Nc1ccc2c(c1)nc1n2CCSC1)c1ccccc1
14	Cc1cc(C)c2sc(N(CCCN(C)C)C(=O)CN3C(=O)c4ccccc4C3=O)nc2c1
15	C/C(CC(=O)NC12CC3CC(CC(C3)C1)C2)=N\NC(=O)c1ccc(C)cc1
16	COc1ccc(CCNC(=O)c2ccc(Cl)cc2Cl)cc1OC
17	CC(C)Cc1cc(C(=O)Nc2ccc(Br)cc2)no1
18	CCOC(=O)C1CCCN(S(=O)(=O)c2ccc3c4c2CC(=O)N4CC(C)S3)C1 (stereo not given)
19	CCc1ccc(S(=O)(=O)Nc2ccncc2)cc1
20	c1ccc(CN(Cc2ccccc2)C(c2ccnc3ccccc23)c2nnnn2-c2ccc3c(c2)OCCO3)cc1 (stereo not given)
Screen / compound no.,11,12,13,14,15,16,17,18,19,20
PAX8 reporter,18,-11,-70,-13,-28,11,-142,8,4,25
LGR2 inh,.,1,.,-8,.,-15,-90,5,6,30
FN deposition inh,-2,6,-8,0,-3,2,5,8,-1,22
S100A4 inh HTS,0,.,.,-2,1,-1,2,13,-1,7
EWS-Fli inh,2,-3,.,15,-3,4,-121,-8,5,-10
PglD DTNB,-6,5,1,2,.,.,.,-6,-2,.
PGC1a acetyl inh,17,3,2,-5,.,.,.,2,.,.
ERAP1 inh,-2,.,.,4,6,-2,-2,8,-1,2

21	NC(=O)c1ccc(Oc2ccc(C(N)=O)cc2)cc1
22	COc1ccc(N2CCN(CC(=O)Nc3ccc(C)cc3Br)CC2)cc1
23	COC(=O)C(C(=O)OC)C1CCCCC1NS(=O)(=O)c1ccc(C)cc1 (stereo not given)
24	CCS(=O)(=O)N1CCC2(CC1)CN(C(=O)Nc1c(C)noc1C)[C@@H](CO)c1c2c2ccc(OC)cc2n1C
25	CCSc1nnc(NC(=O)C2CC(=O)N(Cc3ccc(C)cc3)C2)s1 (stereo not given)
26	O=C(Nc1ccc(F)cc1F)c1c(C(F)(F)F)ccnc1Oc1ccccc1
27	CCOC(=O)c1sc(NC(=O)CSc2nc3c(cc2C#N)CCCCCC3)c(C#N)c1C
28	CC(C)(C)NC(=O)C[C@H]1C[C@H](C(=O)N2CCCCC2)[C@@]2(C)c3[nH]c4cc(-c5ccco5)ccc4c3CCN2C1=O
29	CCC(=O)Nc1c(C(=O)N2CCN(c3ccccn3)CC2)cnn1-c1ccc(C)cc1
30	O=C(NCc1cccnc1)c1cc(C2CCCN(S(=O)(=O)c3cccs3)C2)on1 (stereo not given)
Screen / compound no.,21,22,23,24,25,26,27,28,29,30
PAX8 reporter,8,25,-14,-13,10,4,.,4,30,-8
LGR2 inh,15,-11,-18,-3,-2,.,5,9,5,4
FN deposition inh,-2,-1,4,5,.,-4,5,-4,0,0
S100A4 inh HTS,-5,5,-2,2,-10,-3,.,-7,-5,4
EWS-Fli inh,8,3,14,-1,7,4,.,-9,-3,12
PglD DTNB,-1,-2,.,.,-6,4,-2,3,.,-2
PGC1a acetyl inh,-6,.,.,3,-8,-18,2,.,.,0
ERAP1 inh,-3,-2,.,1,-2,-4,.,-2,-2,8

31	O=C1N=c2ccccc2=C1c1sc(=O)[nH]c1O
32	COc1ccc(-n2nc(C(=O)NCC(=O)N3CCCCCC3)c3ccccc3c2=O)cc1Cl
33	COc1ccc(S(=O)(=O)Nc2ccc3c(c2)C(=O)N([C@H](C)CO)C[C@H](C)[C@@H](CN(C)C(=O)Nc2ccc(F)cc2)OCCCC[C@H](C)O3)cc1
34	CS/C(=N\N(C)C(N)=O)c1ccccc1
35	COC(=O)CC1C(=O)NCCN1C(=S)Nc1ccc(F)cc1 (stereo not given)
36	Cc1cc(Oc2ccc(C)c(Cl)c2)nc(SCC(=O)c2ccccc2)n1
37	CC(NC(=O)CCNS(=O)(=O)c1cccc2nsnc12)c1ccccc1 (stereo not given)
38	COC(=O)C[C@@H]1CC[C@@H]2[C@H](COc3ccc(NC(=O)c4cccc(Cl)c4)cc3C(=O)N2C)O1
39	CC(NC(=O)COC(=O)c1ccc2c(c1)OCO2)c1ccccc1 (stereo not given)
40	O=C(Nc1cccc(-c2cn3cccnc3n2)c1)c1ccc(Br)o1
Screen / compound no.,31,32,33,34,35,36,37,38,39,40
PAX8 reporter,24,1,2&39,-4,18,18,1,-20,-2,.
LGR2 inh,-13,-6,13,12,3,6,-9,26,31,-21
FN deposition inh,2,0,-9,-1,4,7,-2,-3,-6,-4
S100A4 inh HTS,9,-11,-9&1,.,-3,3,-2,16,4,-3
EWS-Fli inh,8,-45,-9&-4,.,5,-3,6,69*,0,.
PglD DTNB,-3,6,1,-5,0,-6,-12,3,.,2
PGC1a acetyl inh,-14,2,13&10,3,5,.,-7,.,.,-9
ERAP1 inh,4,2,3&0,.,.,2,-1,0,-3,-6

# 14 entries already listed, ordered by SMILES length, highest first.
33	COc1ccc(S(=O)(=O)Nc2ccc3c(c2)C(=O)N([C@H](C)CO)C[C@H](C)[C@@H](CN(C)C(=O)Nc2ccc(F)cc2)OCCCC[C@H](C)O3)cc1
28	CC(C)(C)NC(=O)C[C@H]1C[C@H](C(=O)N2CCCCC2)[C@@]2(C)c3[nH]c4cc(-c5ccco5)ccc4c3CCN2C1=O
24	CCS(=O)(=O)N1CCC2(CC1)CN(C(=O)Nc1c(C)noc1C)[C@@H](CO)c1c2c2ccc(OC)cc2n1C
38	COC(=O)C[C@@H]1CC[C@@H]2[C@H](COc3ccc(NC(=O)c4cccc(Cl)c4)cc3C(=O)N2C)O1
32	COc1ccc(-n2nc(C(=O)NCC(=O)N3CCCCCC3)c3ccccc3c2=O)cc1Cl
29	CCC(=O)Nc1c(C(=O)N2CCN(c3ccccn3)CC2)cnn1-c1ccc(C)cc1
30	O=C(NCc1cccnc1)c1cc(C2CCCN(S(=O)(=O)c3cccs3)C2)on1 (stereo not given)
26	O=C(Nc1ccc(F)cc1F)c1c(C(F)(F)F)ccnc1Oc1ccccc1
36	Cc1cc(Oc2ccc(C)c(Cl)c2)nc(SCC(=O)c2ccccc2)n1
37	CC(NC(=O)CCNS(=O)(=O)c1cccc2nsnc12)c1ccccc1 (stereo not given)
40	O=C(Nc1cccc(-c2cn3cccnc3n2)c1)c1ccc(Br)o1
39	CC(NC(=O)COC(=O)c1ccc2c(c1)OCO2)c1ccccc1 (stereo not given)
Screen / compound no.,33,28,24,38,32,29,30,26,36,37,40,39
PAX8 reporter,2&39,4,-13,-20,1,30,-8,4,18,1,.,-2
LGR2 inh,13,9,-3,26,-6,5,4,.,6,-9,-21,31
FN deposition inh,-9,-4,5,-3,0,0,0,-4,7,-2,-4,-6
S100A4 inh HTS,-9&1,-7,2,16,-11,-5,4,-3,3,-2,-3,4
EWS-Fli inh,-9&-4,-9,-1,69*,-45,-3,12,4,-3,6,.,0
PglD DTNB,1,3,.,3,6,.,-2,4,-6,-12,2,.
PGC1a acetyl inh,13&10,.,3,.,2,.,0,-18,.,-7,-9,.
ERAP1 inh,3&0,-2,1,0,2,-2,8,-4,2,-1,-6,-3

35	COC(=O)CC1C(=O)NCCN1C(=S)Nc1ccc(F)cc1 (stereo not given)
31	O=C1N=c2ccccc2=C1c1sc(=O)[nH]c1O
Screen / compound no.,35,31
PAX8 reporter,18,24
LGR2 inh,3,-13
FN deposition inh,4,2
S100A4 inh HTS,-3,9
EWS-Fli inh,5,8
PglD DTNB,0,-3
PGC1a acetyl inh,5,-14
ERAP1 inh,.,4

# Next records.
41	c1ccc(-c2ccccc2OCCCN2CCCCCC2)cc1
42	O=C(Cn1cc(S(=O)(=O)Cc2cccc([N+](=O)[O-])c2)c2ccccc21)N1CCOCC1
43	Cc1cc(C)nc(SCc2nnc(SCC(=O)NCc3ccco3)n2-c2ccccc2)n1
44	O=C(C[C@@H]1CC[C@H]2[C@@H](COC[C@@H](O)CN2C(=O)c2ccccc2)O1)NCc1ccc(-c2ccccc2)cc1
45	CN1C(=O)c2cc(NC(=O)c3ccccc3Cl)ccc2OC[C@H]2O[C@H](CC(=O)O)CC[C@@H]21
46	COC(=O)c1cc(S(=O)(=O)NCC2CCN(Cc3cccc(F)c3)CC2)c[nH]1
47	CCn1c(N2CCN(CC(=O)c3c(C)n(C)c4ccc(OC)cc34)CC2)nc2c1c(=O)[nH]c(=O)n2C
Screen / compound no.,41,42,43,44,45,46,47
PAX8 reporter,20,7,2,12,13,5,10
LGR2 inh,0,4,.,27,9,-1,-6
FN deposition inh,-2,9,-2,-6,5,-10,-4
S100A4 inh HTS,4,2,.,-17,-6,-6,-2
EWS-Fli inh,20,4,.,5,7,.,17
PglD DTNB,-2,2,4,0,4,-3,5
PGC1a acetyl inh,2,6,-3,-2,-4,8,1
ERAP1 inh,9,3,.,2,-1,-2,.

# Assay outcomes from PubChem.
